Source: PubChem
E-sel TNF inh: blocks E-selectin expression induced by TNF alpha. HUVEC TNFa-induced E-selectin immunofluorescence, high content. inhibition, % at 2 µM. 0.71% of 120,000 active;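 active = inhibition above the batch mean plus 3 SD, and confirmed as a hit on visual image review, cut at about 43% in these data; inconclusive = passes the inhibition cutoff but fails visual image review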;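 also: 0% = TNF-stimulated DMSO wells and 100% = unstimulated control wells; not every result past the cut was called active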
Yeast life ext: yeast lifespan extension. S. cerevisiae growth with nicotinamide, OD615; deaD strain in restrictive glucose medium. inhibition of the nicotinamide effect, % at 10 µM. 0.68% of 130,000 active. AID 775;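 active = inhibition above a set limit, placed 3 SD over the median of all compounds, cut at about 26% in these data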;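 also: 0% = nicotinamide-treated wells and 100% = cells grown without nicotinamide; some compounds called inactive have numbers as strong as hits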
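Material: Modified budding yeast, DeaD strain | Medium: Restrictive glucose medium | Probe or stimulus: 1.5 mM nicotinamide | Dosing: Single dose 10 µM compound, 0.25% DMSO | Times: 48 h at 30 °C | Technique: OD615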
PTEN del growth: suppresses growth of cells with PTEN deletion; HCT116 PTEN-null viability, CellTiter-Glo, 60 h; hits give low values; viability, % at 10 µM; 1.2% of 140,000 active; AID 827;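 active = viability at or below a set limit, 4 SD under the median of all tested compounds, cut at about 3.7% in these data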;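 also: PTEN knockout HCT116 line with beta catenin targeted HCT116 as companion control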
Measles CPE: protection of cells from measles virus; 1.5% of 140,000 active; AID 841; Measles virus-infected cells, CPE protection, absorbance; protection (pct of control), % at 4 µM; in the data active = protection mostly above about 24%, no sharp cut-off; inactive = mostly below about 26%; also: some compounds called inactive have numbers as strong as hits
BB579 growth dn: chemicals that inhibit yeast BB579 growth in restrictive medium (lifespan-shortening candidates); AID 804; inhibition, % at 10 µM; S. cerevisiae BB579 growth, OD615, 48 h; 0.51% of 140,000 active;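 active = inhibition above a set limit, 3 SD over the mean compound inhibition, cut at about 44% in these data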; also: inactives centre near -24
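Test system: DeaD yeast strain BB579 / Buffer or medium: restrictive glucose-based CSMM-D medium / Doses: single 10 µM dose / Schedule: 4 h cell preincubation, 48 h compound exposure, 30 °C humidified / Technique: culture absorbance at 615 nm / Controls: amphotericin B positive control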
GALR2 blocker: blocks the human galanin receptor 2 | GALR2-expressing cells, antagonist mode | O43603 | inhibition, % at 4 µM | 0.39% of 140,000 active; in the data active = inhibition above about 27%;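 also: cells stimulated with galanin 1-16 at roughly its EC80; 0% = agonist challenge control and 100% = basal control without agonist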
Target sequence (O43603 whole entry, looked up): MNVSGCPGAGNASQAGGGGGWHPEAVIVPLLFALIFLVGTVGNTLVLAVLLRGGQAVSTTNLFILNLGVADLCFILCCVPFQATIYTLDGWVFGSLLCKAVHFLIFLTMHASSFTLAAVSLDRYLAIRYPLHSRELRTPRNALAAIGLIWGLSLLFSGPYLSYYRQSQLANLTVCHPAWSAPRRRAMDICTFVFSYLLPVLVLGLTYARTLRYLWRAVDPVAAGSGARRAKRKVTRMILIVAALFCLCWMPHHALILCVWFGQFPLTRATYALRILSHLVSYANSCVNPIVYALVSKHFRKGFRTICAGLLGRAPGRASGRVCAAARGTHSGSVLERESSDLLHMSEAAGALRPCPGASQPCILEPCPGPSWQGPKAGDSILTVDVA
HCT116 bCat-KO: beta-catenin-lacking colon tumor cell growth suppression. HCT116 beta-catenin knockout viability, CellTiter-Glo, 60 h; hits give low values. viability, % at 10 µM. 1.5% of 140,000 active;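 active = viability at or under a set limit, the compound median less 4 SD, cut at about 6% in these data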;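 also: 0% = Hyamine 1622 control at 20 µM and 100% = untreated cell control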
NPY-Y2 antag: NPY-Y2 (human) receptor antagonism; P49146; NPY-Y2 expressing cells, antagonist mode; inhibition, % at 2.7 µM; 0.99% of 140,000 active; in the data active = inhibition above about 17%;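 also: 0% = vehicle with agonist challenge and 100% = reference antagonist with challenge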
Target sequence (P49146 whole entry, looked up): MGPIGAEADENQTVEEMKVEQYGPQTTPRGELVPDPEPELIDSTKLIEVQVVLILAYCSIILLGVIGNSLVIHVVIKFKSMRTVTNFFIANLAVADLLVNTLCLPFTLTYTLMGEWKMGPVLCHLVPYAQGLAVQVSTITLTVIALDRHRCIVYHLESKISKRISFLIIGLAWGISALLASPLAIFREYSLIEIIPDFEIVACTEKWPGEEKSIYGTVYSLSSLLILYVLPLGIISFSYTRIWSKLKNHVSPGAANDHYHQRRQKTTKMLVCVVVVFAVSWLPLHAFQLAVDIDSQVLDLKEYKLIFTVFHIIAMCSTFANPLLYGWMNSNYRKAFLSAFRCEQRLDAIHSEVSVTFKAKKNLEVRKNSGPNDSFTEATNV
MRP-1 activ: MRP-1 activation; H69AR cells + doxorubicin, viability rescue, CellTiter-Glo; viability increase, % at 10 µM; 0.61% of 140,000 active; AID 799;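 active = viability gain under doxorubicin at or above a set limit, the compound median plus 3 SD, cut at about 4.7% in these data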;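 also: MRP-1 overexpressing cells given doxorubicin 25 µM after compound pretreatment; 18-22 h compound pretreatment then 72 h with doxorubicin before readout; 0% = doxorubicin-only wells and 100% = vehicle-treated cells without doxorubicin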
Phagocytosis inh: inhibitors of macrophage phagocytosis. 0.07% of 110,000 active. inhibition, % at 5 µM. J774A.1 macrophage IgG-bead phagocytosis, imaging;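 active = inhibition above the mean of the plate negative controls plus 5 SD, cut at about 13% in these data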;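 also: phagocytic index as fraction of beads internalized from green versus red external bead signal; plate controls were DMSO negative control for no effect and cytochalasin-D positive control for full effect; some results beyond the cut were filed as inactive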
Numbers without * were called inactive; ? = inconclusive; / = no result given. Rows were taken by chance. About 6.4% of those tested had a hit in this group.

SMILES	E-sel TNF inh	Yeast life ext	PTEN del growth	Measles CPE	BB579 growth dn	GALR2 blocker	HCT116 bCat-KO	NPY-Y2 antag	MRP-1 activ	Phagocytosis inh
O=C(CNS(=O)(=O)c1ccccc1)OCC(=O)c1ccc(OC(=O)c2ccccc2)cc1	-2	-3	93	7	3	-4	97	4	-2.6	/
CC(C)CC(=O)Nc1nc2ccc(S(=O)(=O)N3CCOCC3)cc2s1	25	-4	36	5	11	-8	39	0	-5.0	0
Cc1ccccc1OCc1nc2ccccc2c(=O)n1N	11	-8	103	2	-8	17	106	-1	-0.4	-2
CCCn1c(=O)c2ccccc2n2c(SCC(=O)/C(C#N)=C(\C)N)nnc12	/	1	69	11	-21	-3	69	2	-3.5	-3
CCOC(=O)N1CCN(C(=O)C(NS(=O)(=O)c2cccc3nsnc23)c2ccccc2)CC1 (configuration not stated)	21	-15	98	0	-2	8	90	-3	0.7	-1
CC(C)(C)NC(=O)CN(C(=O)CSc1nnc(COc2ccccc2)o1)c1cccc(F)c1	/	-15	88	31*	-6	-9	95	1	2.7	1
COc1ccc(CCNC(=O)c2sc(=S)n(C)c2N)cc1	/	-10	86	13	-8	-11	99	3	-2.7	2
CCOc1ccc(Oc2cc(C)nc(SC)n2)nn1	-3	/	90	10	-10	3	96	-2	-1.7	/
Cc1c(C(=O)NCc2ccc3c(c2)OCO3)sc2nc(-c3ccccc3)cn12	22	-3	92	1	-9	-2	98	4	0.6	1
CC(=O)OC(C(=O)NCc1ccco1)c1cccnc1 (configuration not stated)	?	-10	108	20	-64	-8	98	0	-1.7	-1
COc1ccccc1N1CCN(CCCCCCOc2ccc(F)cc2)CC1	-8	2	54	2	-19	-3	48	11	0.5	1
COC(=O)c1ccc(CSc2nnc3sc4ccccc4n23)o1	-43	-4	97	14	-6	5	101	9	-3.2	1
Cc1ccc(-c2ccc(SCC(=O)N3CCCc4ccccc43)nn2)cc1	12	-7	88	6	-36	12	82	5	-2.1	-5
COc1ccc(Cl)cc1N/C(N)=N/c1nc(CSc2ccc(C)cc2)cc(=O)[nH]1	/	-1	71	10	-61	-12	77	0	-2.8	2
N=c1c2c(-c3ccccc3)c(-c3ccccc3)n(Cc3ccco3)c2ncn1CCCn1ccnc1	10	43*	2.1*	5	-14	11	2.2*	41*	-5.1	1
CN(C)CCCN1c2ccccc2CCc2ccccc21	/	2	78	24	-40	4	75	3	-2.1	/
CCN(CC)c1ccc(/C=N/N2CCN(Cc3cccc4ccccc34)CC2)c(O)c1	-44	5	65	2	-33	9	67	4	-0.2	-2
Cc1cc(CNC(=O)Cc2c(F)cccc2Cl)nn1C	8	-5	89	15	-23	0	87	1	-1.0	0
CC(NC(=O)CSc1nc(=O)cc(N)n1-c1ccccc1)c1ccccc1 (configuration not stated)	9	4	102	5	-29	1	93	1	-0.5	-8
COC(=O)c1ccccc1OC(=O)c1ccc(Br)o1	5	-6	104	5	-47	5	106	2	-0.8	-2
C/C(Cc1ccccc1)=N\NC(=O)CCCCCC(=O)N/N=C(\C)Cc1ccccc1	44	-7	107	2	-24	-1	107	-1	-0.4	/
CN(C)S(=O)(=O)c1cccc(NS(=O)(=O)c2ccc(Cl)s2)c1	3	4	94	5	-44	5	86	1	0.5	-2
O=C(COC(=O)c1ccccn1)NC12CC3CC(CC(C3)C1)C2	-11	-3	105	5	-25	-1	102	0	1.0	/
CCc1nnc(NC(=O)c2cccnc2)s1	12	-10	101	0	-38	3	100	3	0.2	-1
CC(=O)O[C@]1(C(C)=O)CC[C@H]2[C@@H]3C=C(Cl)C4=CC(=O)CC[C@]4(C)[C@H]3CC[C@@]21C	/	2	62	8	-18	-2	65	6	-1.8	/
COC(=O)c1c(C)nc(C)c2c(=O)oc3ccccc3c12	10	-13	96	3	-5	3	105	2	2.2	1
COC(CN(C(=O)CCl)C(C(=O)NC1CCCC(C)C1C)c1ccc(C)cc1)OC (configuration not stated)	-10	1	99	1	-10	11	89	5	-5.0	3
CC(C)(C)NC(=O)CSC(=Nc1ccc(F)cc1)NC#N	/	-16	93	3	-35	-1	92	0	-3.6	/
O=C1OCCC1Sc1nnc(-c2cccc(Br)c2)o1 (configuration not stated)	14	-18	96	6	-26	-4	97	1	-2.8	-3
CCCn1nc(CC(=O)OCC)c2ccccc2c1=O	-13	-5	93	1	-30	-6	87	1	-2.9	/
CC1(C)Cc2ccccc2C(/C(=N\Nc2cccc(Cl)c2)C(N)=O)=N1	-63	-8	58	4	-22	6	46	1	-2.7	-13
CCCNC(=O)NC(=O)CSc1ncc(C(F)(F)F)cc1Cl	8	-22	89	7	-51	-5	96	4	-4.2	-1
COc1cc(/C=C2\SC(=S)NC2=O)ccc1OS(=O)(=O)c1ccccc1	55	2	78	7	-28	-1	79	4	-3.2	/
Nc1c(C(=O)NCC2CCCO2)c2nc3ccccc3nc2n1-c1ccccc1 (configuration not stated)	/	-22	56	3	-31	2	49	2	-5.3	/
CCN(CC)S(=O)(=O)c1ccc(C)c(NC(=O)CSc2nc3ccccc3[nH]2)c1	/	2	88	4	-22	25	82	4	-4.0	/
Cc1ccc(C(=O)N2CCN(c3ncccn3)CC2)cc1S(=O)(=O)N1CCCCC1	/	1	99	16	-11	0	100	0	0.1	-10
CCCCCCC(=O)Nc1nc(C)c(-c2csc(Nc3ccc(Cl)cc3)n2)s1	-29	-30	45	18	-40	-11	58	5	-7.1	-2
CCOC(=O)Cn1c(=O)oc2cc(S(=O)(=O)Nc3c(C)cc(C)cc3C)ccc21	/	-4	92	24	-24	-4	87	0	-3.0	-1
COc1ccc(N(Cc2cc3ccc(C)cc3[nH]c2=O)C(=O)c2ccco2)cc1	6	-23	92	5	-3	-7	109	0	-2.4	0
Cc1ncc([N+](=O)[O-])n1CC(C)O (configuration not stated)	-19	-11	86	18	-49	5	98	1	-0.7	0
O=C(CCC(=O)Nc1ccccc1)NNC(=O)c1ccco1	-71	-8	94	6	-25	8	92	9	1.6	-1
CCN(CC)S(=O)(=O)c1ccc(N2CCOCC2)c(NC(=O)c2ccccc2)c1	/	0	89	22	-1	10	93	2	-2.4	5
CCN(CC)c1nc2c3c(nc4c(c3c1C#N)CC(=O)N4c1ccc(Cl)cc1)NC(C)=N2	/	-4	98	3	-27	2	87	0	2.7	-11
CCCCNC(=O)c1onc(CSc2ccc(F)cc2)c1C(=O)O	-17	-3	95	4	-9	0	101	8	-1.3	/
CN(C)C(=O)[C@@H]1C[C@H]1[C@@H](NC(=O)OCc1ccccc1)c1ccccc1	-18	2	74	13	3	5	82	-1	-1.1	/
CN(C)S(=O)(=O)Nc1ccccc1C(N)=O	-12	-4	100	26	-17	-25	89	4	-0.2	2
Cn1c(SCC(=O)Nc2ccc3nc(SCC(=O)N4CCCC4)sc3c2)nnc1-c1ccccc1	-38	-4	97	6	-39	-8	87	6	-1.6	-1
Cc1ccsc1C(=O)OCC(=O)Nc1ccc(Cl)cc1C(F)(F)F	14	-7	85	7	-23	-7	87	5	0.2	6
N#CC1=C(S)N=C(N)C(c2nc(-c3ccccc3)cs2)C12CCCCC2 (configuration not stated)	/	-3	103	6	-55	15	94	-1	-4.8	-1
Cc1ccc(Nc2nc(N)nc(CSc3nnnn3-c3ccccc3)n2)cc1	-12	-6	94	24	-28	4	94	1	-0.4	2
Next entries.
SMILES	E-sel TNF inh	Yeast life ext	PTEN del growth	Measles CPE	BB579 growth dn	GALR2 blocker	HCT116 bCat-KO	NPY-Y2 antag	MRP-1 activ	Phagocytosis inh
Cn1c(=O)c2c(nc(Sc3n[nH]c(N)n3)n2Cc2ccccc2Cl)n(C)c1=O	/	-7	100	22	-17	-10	96	3	-2.0	0
CC(C)(C)NC(=O)CC(CC(=O)O)c1ccccc1 (configuration not stated)	/	-2	106	2	-66	4	90	1	-0.7	-1
C=CCSC1=C(C#N)C(c2ccccc2Cl)CC(=O)N1 (configuration not stated)	-1	-15	103	8	-54	-8	98	3	-0.4	1
O=C(CCCN1C(=O)c2ccccc2C1=O)NCC1CCCO1 (configuration not stated)	-11	-1	97	14	-10	4	101	2	-2.6	2
Cc1ccc(Cl)cc1NC(=O)CCC(=O)Nc1cc(Cl)ccc1C	25	-4	101	6	-48	-3	104	-1	-0.8	0
O=c1c2ccccc2nnn1CSc1ccccc1	/	-4	88	13	-19	-5	88	24*	1.9	-5
CN(C)CCNC(=O)CN1C(=O)COc2ccc(C(C)(C)C)cc21	30	-2	95	14	19	-3	98	2	-1.2	0
O=C(NCc1csc(-c2ccccc2)n1)c1ccco1	/	-9	102	6	-13	-7	103	3	-1.0	0
CC(C)CNC(=S)NC(=O)c1ccccc1Cl	/	1	95	3	-9	4	92	2	-2.9	-10
COCCn1c(N)c(C(=O)Nc2sc3c(c2C(=O)OC)CCCC3)c2nc3ccccc3nc21	-13	-22	4	6	-49	0	4.0*	1	-5.7	2

The final 3 compounds of the section above are carried over, then new ones follow:
SMILES	E-sel TNF inh	Yeast life ext	PTEN del growth	Measles CPE	BB579 growth dn	GALR2 blocker	HCT116 bCat-KO	NPY-Y2 antag	MRP-1 activ	Phagocytosis inh
O=C(NCc1csc(-c2ccccc2)n1)c1ccco1	/	-9	102	6	-13	-7	103	3	-1.0	0
CC(C)CNC(=S)NC(=O)c1ccccc1Cl	/	1	95	3	-9	4	92	2	-2.9	-10
COCCn1c(N)c(C(=O)Nc2sc3c(c2C(=O)OC)CCCC3)c2nc3ccccc3nc21	-13	-22	4	6	-49	0	4.0*	1	-5.7	2
COc1ccc(CNC(=O)Cn2cc([N+](=O)[O-])nc2C)cc1	0	-7	101	20	-18	-8	98	1	-0.1	0
CC1CCc2sc(NC(=S)NC(=O)c3ccccc3)c(C#N)c2C1 (configuration not stated)	9	2	89	2	-28	-12	97	5	-0.9	-5
CCOc1ccccc1C(=O)N/N=C/c1cccc2cccnc12	29	-19	35	7	-58	17	32	5	-0.8	/
Cc1ccc(S(=O)(=O)NNc2ccccc2)c(C)c1	/	-1	97	7	-22	4	87	2	-2.2	2
Cc1noc(C)c1CSc1nnc(-c2ccncc2)n1-c1cccc(Cl)c1C	-49	-7	86	11	-37	11	87	4	-3.4	-1
O=C(CSc1n[nH]c(-c2ccccc2)n1)Nc1ccc(Br)cn1	0	/	80	22	-44	-1	105	1	-1.8	/
Cc1cc(=O)n2nc(N3CCCC(C(=O)NCCC4=CCCCC4)C3)sc2n1 (configuration not stated)	-21	-1	106	38*	-63	-2	92	2	-1.1	-2
Cn1ncc(C#N)c1/N=C/N(Cc1ccccc1)Cc1ccccc1	5	-28	36	5	-41	-3	29	26*	-0.5	1
N#CCCn1cc(/C=C(\C#N)c2nc3ccccc3s2)c(-c2ccc(F)cc2)n1	8	-9	84	6	7	9	81	-1	-1.5	0
O=C(Nc1ccc(Cl)c([N+](=O)[O-])c1)c1ccncc1	/	-7	91	14	-12	-4	82	-2	-1.5	-12
Cc1c(C(=O)O)oc2c1ccc1ccccc12	/	-10	105	12	22	6	96	5	-0.5	-1
O=C1C2CC=CCC2C(=O)N1c1ccc(NCCc2cccc(F)c2)c([N+](=O)[O-])c1 (configuration not stated)	5	5	89	4	-1	-10	95	2	-1.9	-3
